Screening results deposited in PubChem by Broad Institute.
Mtb BioA inh = M. tuberculosis BioA enzyme inhibitors, primary screen, biochemical, plate reader, single point, HTS | 7,8-diaminopelargonic acid synthase BioA (Mycobacterium tuberculosis) | purified M. tuberculosis BioA enzyme | inhibition, % at 9.99 µM | actives 0.096% (n = 360,000) | AID 602481, 2012; in the data active means inhibition above about 40%
An asterisk follows results filed as active. Some of the compounds tested; rates above refer to the full screens.

SMILES	Mtb BioA inh
C[C@H]1CCCCO[C@H](CN(C)C(=O)C2CCCCC2)[C@@H](C)CN([C@@H](C)CO)C(=O)c2cc(NC(=O)CCC(F)(F)F)ccc2O1	0.1
C[C@H](CO)N1C[C@H](C)[C@H](CN(C)C(=O)C2CCCCC2)OCCCC[C@H](C)Oc2ccc(NC(=O)Nc3ccc4c(c3)OCO4)cc2C1=O	-0.9
CO[C@H](CN(C)S(=O)(=O)c1ccc(Cl)cc1)[C@@H](C)CN(Cc1ccccc1Cl)[C@@H](C)CO	-0.3
COc1ccc(CN(C)C[C@H]2OCCCC[C@@H](C)Oc3ccc(NC(=O)Nc4ccc(C(F)(F)F)cc4)cc3C(=O)N([C@@H](C)CO)C[C@H]2C)cc1	-0.5
CCCNC(=O)N[C@H]1CC[C@@H](CC(=O)N2CCN(C)CC2)O[C@@H]1CO	-2.1
C[C@@H]1CN([C@H](C)CO)C(=O)Cc2cc(NC(=O)Cn3cnnn3)ccc2O[C@@H]1CN(C)S(=O)(=O)c1cn(C)cn1	-2.7
COc1ccc(CN(C)C[C@H]2OCCCC[C@H](C)Oc3ccc(NC(=O)Nc4ccc(OC)cc4)cc3C(=O)N([C@H](C)CO)C[C@H]2C)cc1	-1.5
CO[C@@H]1CN(C)C(=O)c2cc(NC(=O)C3CC3)ccc2OC[C@H](C)N(C(=O)c2ccncc2)C[C@H]1C	-0.9
Cc1noc(C)c1NC(=O)Nc1ccc2c(c1)C(=O)N([C@H](C)CO)C[C@@H](C)[C@@H](CN(C)S(=O)(=O)c1cn(C)cn1)O2	-1.3
O=C(C[C@@H]1CC[C@H](NC(=O)c2ccccc2)[C@H](CO)O1)Nc1ccc(-c2ccccc2)cc1	3.9
C[C@@H]1CN([C@@H](C)CO)C(=O)c2cc(/C=C/c3ccccc3)cnc2O[C@H]1CN(C)Cc1ccc2c(c1)OCO2	-3.0
COc1ccccc1NC(=O)N1CCCCN2[C@H](CO)[C@H](c3ccc(C#CC4CCCC4)cc3)[C@H]2C1	-4.7
CN1CCN(C(=O)C[C@H]2CC[C@H]3[C@@H](COC[C@@H](O)CN3C(=O)Nc3ccc(Cl)cc3)O2)CC1	0.1
C[C@@H]1CN([C@@H](C)CO)S(=O)(=O)c2ccc(C3=CCCCC3)cc2O[C@@H]1CN(C)Cc1cncnc1	0.6
COc1ccc(C#Cc2ccc([C@@H]3[C@H](CO)N4CCCCN(C(=O)Cc5ccccc5)C[C@@H]34)cc2)cc1	-0.6

Reformatted: eleven of the compounds above
SMILES,Mtb BioA inh
C[C@H]1CCCCO[C@H](CN(C)C(=O)C2CCCCC2)[C@@H](C)CN([C@@H](C)CO)C(=O)c2cc(NC(=O)CCC(F)(F)F)ccc2O1,0.1
C[C@H](CO)N1C[C@H](C)[C@H](CN(C)C(=O)C2CCCCC2)OCCCC[C@H](C)Oc2ccc(NC(=O)Nc3ccc4c(c3)OCO4)cc2C1=O,-0.9
CO[C@H](CN(C)S(=O)(=O)c1ccc(Cl)cc1)[C@@H](C)CN(Cc1ccccc1Cl)[C@@H](C)CO,-0.3
COc1ccc(CN(C)C[C@H]2OCCCC[C@@H](C)Oc3ccc(NC(=O)Nc4ccc(C(F)(F)F)cc4)cc3C(=O)N([C@@H](C)CO)C[C@H]2C)cc1,-0.5
CCCNC(=O)N[C@H]1CC[C@@H](CC(=O)N2CCN(C)CC2)O[C@@H]1CO,-2.1
C[C@@H]1CN([C@H](C)CO)C(=O)Cc2cc(NC(=O)Cn3cnnn3)ccc2O[C@@H]1CN(C)S(=O)(=O)c1cn(C)cn1,-2.7
COc1ccc(CN(C)C[C@H]2OCCCC[C@H](C)Oc3ccc(NC(=O)Nc4ccc(OC)cc4)cc3C(=O)N([C@H](C)CO)C[C@H]2C)cc1,-1.5
CO[C@@H]1CN(C)C(=O)c2cc(NC(=O)C3CC3)ccc2OC[C@H](C)N(C(=O)c2ccncc2)C[C@H]1C,-0.9
Cc1noc(C)c1NC(=O)Nc1ccc2c(c1)C(=O)N([C@H](C)CO)C[C@@H](C)[C@@H](CN(C)S(=O)(=O)c1cn(C)cn1)O2,-1.3
O=C(C[C@@H]1CC[C@H](NC(=O)c2ccccc2)[C@H](CO)O1)Nc1ccc(-c2ccccc2)cc1,3.9
C[C@@H]1CN([C@@H](C)CO)C(=O)c2cc(/C=C/c3ccccc3)cnc2O[C@H]1CN(C)Cc1ccc2c(c1)OCO2,-3.0

Next section:
SMILES	Mtb BioA inh
CCCNC(=O)N1[C@@H]2CN(C(=O)Nc3ccccc3)c3ccccc3[C@@H]2[C@@H]1CO	-1.5
C[C@H](CO)N1C[C@H](C)[C@@H](CN(C)C(=O)Nc2ccc3c(c2)OCO3)Oc2ccc(NC(=O)C3CCCCC3)cc2CC1=O	5.8
O=C(C[C@H]1CC[C@@H]2[C@H](COC[C@@H](O)CN2Cc2ccc(F)cc2)O1)NCCc1ccccc1	-0.9
COc1ccc(S(=O)(=O)Nc2ccc3c(c2)C(=O)N([C@@H](C)CO)C[C@@H](C)[C@@H](CN(C)S(=O)(=O)c2cccs2)OCCCC[C@@H](C)O3)cc1	-2.7
C[C@@H]1CCCCO[C@@H](CN(C)S(=O)(=O)c2ccc(F)cc2)[C@@H](C)CN([C@H](C)CO)C(=O)c2cc(NC(=O)Nc3cccc4ccccc34)ccc2O1	0.1
Cc1noc(C)c1S(=O)(=O)N(C)C[C@@H]1OCCCC[C@H](C)Oc2ccc(NC(=O)c3ccccc3)cc2C(=O)N([C@@H](C)CO)C[C@H]1C	-1.2
C[C@@H]1CN([C@H](C)CO)C(=O)c2cc(NC(=O)Nc3cccc4ccccc34)ccc2O[C@H]1CN(C)S(=O)(=O)c1ccc(Cl)cc1	0.6
C[C@H]1CN([C@@H](C)CO)C(=O)c2cc(C#Cc3ccccc3F)cnc2O[C@@H]1CN(C)C(=O)Cc1cccnc1	1.9
C[C@H]1CN([C@@H](C)CO)C(=O)c2cc(C#CC3(O)CCCC3)cnc2O[C@@H]1CN(C)C(=O)Cc1ccccc1	1.2
C[C@@H]1CN([C@@H](C)CO)S(=O)(=O)c2ccc(C#CCC3CCCC3)cc2O[C@H]1CN(C)C(=O)c1ccccn1	-0.8
CNC(=O)C[C@@H]1CC[C@H]2[C@@H](COc3ccc(NC(=O)c4cccc(OC)c4)cc3C(=O)N2C)O1	-5.6
O=C(C[C@@H]1C[C@@H]2c3cc(NC(=O)Cc4ccncc4)ccc3O[C@@H]2[C@@H](CO)O1)NCc1cccc(F)c1	0.5
CCC(=O)N1C[C@H](C)[C@@H](OC)CN(C)C(=O)c2cc(NC(=O)NC(C)C)ccc2OC[C@H]1C	-1.8
CO[C@H]1CN(C)C(=O)c2cc(NC(=O)Nc3c(C)noc3C)ccc2OC[C@@H](C)N(CC2CC2)C[C@@H]1C	1.6
C[C@@H]1CN([C@@H](C)CO)C(=O)c2cc(-c3ccc(F)cc3)cnc2O[C@@H]1CN(C)C(=O)c1ccccc1F	1.4
COc1ccc(S(=O)(=O)N(C)C[C@H]2Oc3ncc(/C=C/c4ccccc4)cc3C(=O)N([C@@H](C)CO)C[C@@H]2C)cc1	-3.4
C[C@H](CO)N1C[C@H](C)[C@@H](CN(C)Cc2ccc(-c3ccccc3)cc2)Oc2ccc(NS(=O)(=O)c3cn(C)cn3)cc2C1=O	-5.9
O=C(Nc1ccccc1F)N1C[C@H]2[C@@H](c3ccccc31)[C@H](CO)N2C(=O)Cc1ccccc1	-2.8
COc1ccc(CN(C)C[C@H]2Oc3ccc(NC(=O)Nc4ccc(F)cc4)cc3C(=O)N([C@H](C)CO)C[C@H]2C)cc1	5.1
CCS(=O)(=O)Nc1ccc2c(c1)C(=O)N(C)C[C@H](OC)[C@H](C)CN(Cc1ccccn1)[C@@H](C)CO2	-1.5
CN(C)CC#Cc1ccc([C@H]2[C@@H](CO)N3CCCCN(C(=O)c4ccc5c(c4)OCO5)C[C@H]23)cc1	-0.6
CCC(=O)N1[C@H](CO)[C@H]2c3ccccc3N(C(=O)NC(C)C)C[C@H]21	14.5
O=C(C[C@H]1C=C[C@@H](NC(=O)c2ccccc2)[C@@H](CO)O1)NCCc1ccncc1	-1.8
C[C@H]1CN([C@@H](C)CO)C(=O)Cc2cc(NC(=O)Cc3ccccc3)ccc2O[C@H]1CN(C)C(=O)NC1CCCCC1	-1.2
C[C@@H]1CN([C@H](C)CO)C(=O)c2cccc(NC(=O)Nc3ccccc3)c2O[C@H]1CN(C)Cc1ccncc1	-1.6
Cc1ccc(S(=O)(=O)Nc2ccc3c(c2)C(=O)N([C@H](C)CO)C[C@H](C)[C@H](CN(C)C(=O)Nc2c(C)noc2C)OCCCC[C@H](C)O3)cc1	1.0
O=C(N[C@@H]1CC[C@@H](CCNS(=O)(=O)c2ccc(F)cc2)O[C@H]1CO)c1cccc(F)c1	6.8
O=C(C[C@@H]1C=C[C@@H](NC(=O)C2CC2)[C@H](CO)O1)NCc1ccncc1	-3.8
COc1cccc(S(=O)(=O)N2C[C@H](O)COC[C@H]3O[C@H](CC(=O)N4CCN(C)CC4)CC[C@@H]32)c1	1.2
C[C@@H]1CN([C@@H](C)CO)S(=O)(=O)c2ccc(-c3ccncc3)cc2O[C@@H]1CN(C)Cc1ccccn1	-2.9
CCCNC(=O)N1C[C@H]2[C@@H](c3ccccc31)[C@@H](CO)N2C(=O)Nc1ccc(F)cc1	-1.4
Cc1ccc(S(=O)(=O)N(C)C[C@H]2Oc3ccc(N(C)C)cc3C(=O)N([C@@H](C)CO)C[C@H]2C)cc1	1.7
C[C@@H]1CN([C@H](C)CO)C(=O)c2cccc(NC(=O)c3cnccn3)c2O[C@@H]1CN(C)C	-3.4
O=C(CC(F)(F)F)N1C[C@@H]2[C@H](c3ccccc31)[C@H](CO)N2C(=O)Cc1cccnc1	1.1
C[C@@H]1CN([C@H](C)CO)C(=O)c2cccc(NC(=O)c3ccncc3)c2O[C@@H]1CN(C)Cc1ccc(-c2ccccc2)cc1	-10.1
C[C@H](CO)N1C[C@H](C)[C@H](CN(C)Cc2ccc(C(F)(F)F)cc2)Oc2c(NC(=O)Nc3ccc(F)cc3)cccc2C1=O	-2.3
COc1ccc(S(=O)(=O)Nc2ccc3c(c2)C(=O)N([C@@H](C)CO)C[C@@H](C)[C@H](CN(C)C(=O)c2ccncc2)OCCCC[C@@H](C)O3)cc1	-0.8
CC=Cc1ccc2n(c1=O)C[C@H]1[C@H](CO)[C@@H](C(=O)N3CCc4ccccc4C3)N[C@@H]21 (mixture of isomers)	-0.6
C[C@H](CO)N1C[C@H](C)[C@@H](CN(C)C(=O)CC2CC2)Oc2cc(-c3cncnc3)ccc2S1(=O)=O	0.6
Cc1cc(C(=O)Nc2cccc3c2O[C@@H](CN(C)C(=O)Nc2ccc(C(F)(F)F)cc2)[C@@H](C)CN([C@H](C)CO)C3=O)n(C)n1	3.7
C[C@@H]1CN([C@H](C)CO)S(=O)(=O)c2ccc(-c3ccncc3)cc2O[C@@H]1CN(C)C(=O)CN(C)C	-0.1
O=C(Cc1ccccc1)N1CC[C@@H]2[C@H]1c1cc(C#Cc3ccccc3)ccc1N[C@@H]2CO	-0.8
CO[C@@H]1CN(C)C(=O)c2ccc(NC(=O)c3ccccc3)cc2OC[C@H](C)N(C(=O)C2CC2)C[C@H]1C	-0.7
C[C@H]1CN([C@@H](C)CO)S(=O)(=O)c2ccc(-c3ccncc3)cc2O[C@@H]1CN(C)C(=O)Nc1ccc(C(F)(F)F)cc1	1.0
CCCN1C[C@H](C)[C@@H](OC)CN(C)C(=O)c2ccc(NC(=O)c3cnccn3)cc2OC[C@H]1C	-1.5
C[C@H](CO)N1C[C@H](C)[C@H](CN(C)Cc2ccc(C(F)(F)F)cc2)Oc2ccc(NC(=O)NC3CCCCC3)cc2CC1=O	-1.4
C[C@@H]1CN([C@@H](C)CO)C(=O)c2ccccc2-c2ccccc2CO[C@@H]1CN(C)S(=O)(=O)c1ccc(Cl)cc1	3.9
CCCc1cn(CC[C@@H]2CC[C@@H](NS(=O)(=O)c3ccc(-c4ccccc4)cc3)[C@H](CO)O2)nn1	-0.6
CCCC#Cc1cnc2c(c1)C(=O)N([C@@H](C)CO)C[C@H](C)[C@H](CN(C)C(=O)C1CC1)O2	1.1
C[C@H]1CCCCO[C@H](CN(C)Cc2ccc(C(F)(F)F)cc2)[C@@H](C)CN([C@@H](C)CO)C(=O)c2cc(NS(=O)(=O)c3ccc(Cl)cc3)ccc2O1	-0.6
C[C@@H]1CN([C@H](C)CO)C(=O)c2cccc(NS(=O)(=O)c3cccs3)c2O[C@H]1CN(C)Cc1ccc(-c2ccccc2)cc1	-2.3
COc1ccc(NC(=O)N(C)C[C@@H]2OCCCC[C@@H](C)Oc3ccc(NC(=O)Nc4ccccc4)cc3C(=O)N([C@H](C)CO)C[C@@H]2C)cc1	9.8
Cc1ccc(S(=O)(=O)N(C)C[C@H]2OCCCC[C@@H](C)Oc3ccc(NC(=O)C4CCCCC4)cc3C(=O)N([C@@H](C)CO)C[C@H]2C)cc1	-1.3
O=C(C[C@@H]1CC[C@@H]2[C@H](COC[C@H](O)CN2Cc2ccc3c(c2)OCO3)O1)N1CCCCC1	1.3
COCC(=O)Nc1ccc2c(c1)C(=O)N(C)[C@@H]1CC[C@@H](CC(=O)NCc3ccc(OC)cc3)O[C@@H]1CO2	4.4
C[C@@H]1CN([C@@H](C)CO)C(=O)c2cc(C#Cc3cccnc3)cnc2O[C@@H]1CN(C)C(=O)CN(C)C	0.5
C[C@@H]1CCCCO[C@@H](CN(C)C(=O)c2ccccc2)[C@H](C)CN([C@@H](C)CO)C(=O)c2cc(NC(=O)Cc3ccccc3)ccc2O1	1.3
CC(C)NC(=O)N(C)C[C@H]1OCCCC[C@@H](C)Oc2ccc(NC(=O)Nc3ccc(C(F)(F)F)cc3)cc2C(=O)N([C@@H](C)CO)C[C@H]1C	-0.3
CC(C)C#Cc1cnc2c(c1)C(=O)N([C@H](C)CO)C[C@H](C)[C@@H](CN(C)C(=O)c1cccc(F)c1)O2	-1.0
C[C@H]1CN([C@@H](C)CO)C(=O)Cc2cc(NC(=O)C3CCCCC3)ccc2O[C@@H]1CN(C)Cc1ccc(Oc2ccccc2)cc1	-1.2
Cc1ccc(-c2ccc3c(c2)O[C@@H](CN(C)S(C)(=O)=O)[C@@H](C)CN([C@H](C)CO)S3(=O)=O)cc1	-1.1
COc1cccc(NC(=O)N(C)C[C@@H]2Oc3cc(C#Cc4ccc(F)cc4)ccc3S(=O)(=O)N([C@@H](C)CO)C[C@@H]2C)c1	-6.9
